Screens deposited in PubChem by several laboratories.
NR2E3 ag-1 – activates human photoreceptor nuclear receptor NR2E3; GST-NR2E3/biotin-RetCOR TR-FRET, 1536-well; inhibition of corepressor binding, % at 4.78 µM; 0.12% of 320,000 active; AID 2300;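 active = percent inhibition above the cutoff of mean plus 3 SD of all tested compounds, set per screening campaign, cut at about 20% in these data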;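 also: 0% = DMSO wells and 100% = biotin wells as full block of FRET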
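System: GST-NR2E3 and biotin-RetCOR proteins; probe or stimulus: 7 nM biotin-RetCOR; doses: compound at 4.8 µM, single dose; schedule: Compound–protein incubation for 5 h at 4 °C; detection: time-resolved FRET; read-out: percent inhibition; controls: biotin wells as high control, 0.6% DMSO wells as low control; format: 1536-well plates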
TRPM1 prom inh – reduces MITF-dependent TRPM1 promoter luciferase signal; 0.83% of 330,000 active; SK-MEL-5 TRPM1 promoter luciferase, 24 h; inhibition, % at 12.5 µM;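 active = mean inhibition across replicates of 60% or more, whatever share of single replicates reaches that level; inconclusive = some that reach 60%, reason not given; inactive = mean inhibition across replicates below 60%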; also: values of inactives mirror those of a sister screen read the other way
Cardio protect – modulators protecting cardiomyocytes from myocardial damage; H9c2 cardiomyocytes, H2O2 injury protection, ATPLite, 2 h; protection from H2O2 cell death, % at 20 µM; 0.63% of 360,000 active; AID 588492;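 active = compounds giving at least 50% protection of heart cells from peroxide-induced death in the single-dose screen, raw or plate-pattern-corrected value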;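 also: 0% = DMSO wells with peroxide and 100% = DMSO wells without peroxide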
PDI inh – PDI (human) enzyme inhibition; PDI insulin aggregation turbidity, A650, 90 min; inhibition, % at 10 µM; 0.052% of 350,000 active;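 active = mean inhibition across replicates of 30% or more, whatever share of single replicates reach that level; inconclusive = mean inhibition below 30% while every single replicate reaches 30%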;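 also: absorbance from insulin aggregation driven by PDI reduction with DTT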
Target sequence (P07237 whole entry, looked up): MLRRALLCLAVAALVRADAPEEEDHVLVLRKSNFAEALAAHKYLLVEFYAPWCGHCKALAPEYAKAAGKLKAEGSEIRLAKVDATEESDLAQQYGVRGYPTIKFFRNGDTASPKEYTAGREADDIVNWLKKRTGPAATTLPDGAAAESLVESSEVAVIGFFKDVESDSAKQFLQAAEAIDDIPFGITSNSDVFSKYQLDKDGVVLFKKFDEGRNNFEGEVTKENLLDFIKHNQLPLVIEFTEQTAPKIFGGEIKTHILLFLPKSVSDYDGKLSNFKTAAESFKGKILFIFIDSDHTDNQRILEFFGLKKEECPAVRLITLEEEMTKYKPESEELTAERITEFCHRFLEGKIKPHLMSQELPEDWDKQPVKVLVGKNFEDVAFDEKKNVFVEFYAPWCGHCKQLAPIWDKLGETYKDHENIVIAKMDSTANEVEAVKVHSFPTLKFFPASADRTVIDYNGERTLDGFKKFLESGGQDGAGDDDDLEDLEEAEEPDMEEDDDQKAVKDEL
Peg3 promoter – inhibitors of Peg3 promoter; HeLa PEG-Prom luciferase reporter, luminescence, overnight; inhibition, % at 20 µM; 1.7% of 360,000 active;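 active = inhibition of at least 50% at 20 µM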
iPSC survival up – increases survival of single human iPS cells; 0.044% of 360,000 active; hiPSC single-cell survival, ATPlite luminescence; 100% = ROCK inhibitor wells, 0% = DMSO; survival enhancement, % at 20 µM; in the data active = survival enhancement above about 18%;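 also: cells exposed to compounds for 16 hours before the ATP read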
HTR2A ag – activates the mouse 5-HT2A serotonin receptor; P35363; 0.66% of 360,000 active; activation, % at 7.6 µM; CHO-K1 mHTR2A beta-arrestin complementation, luminescence; percent of 30 µM serotonin response;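 active = activation above a run cutoff, the mean activation of all tested compounds plus 3 SD, cut at about 14% in these data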;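 also: 0% = plate median of compound wells and 100% = 30 µM serotonin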
Target sequence (P35363 whole entry, looked up): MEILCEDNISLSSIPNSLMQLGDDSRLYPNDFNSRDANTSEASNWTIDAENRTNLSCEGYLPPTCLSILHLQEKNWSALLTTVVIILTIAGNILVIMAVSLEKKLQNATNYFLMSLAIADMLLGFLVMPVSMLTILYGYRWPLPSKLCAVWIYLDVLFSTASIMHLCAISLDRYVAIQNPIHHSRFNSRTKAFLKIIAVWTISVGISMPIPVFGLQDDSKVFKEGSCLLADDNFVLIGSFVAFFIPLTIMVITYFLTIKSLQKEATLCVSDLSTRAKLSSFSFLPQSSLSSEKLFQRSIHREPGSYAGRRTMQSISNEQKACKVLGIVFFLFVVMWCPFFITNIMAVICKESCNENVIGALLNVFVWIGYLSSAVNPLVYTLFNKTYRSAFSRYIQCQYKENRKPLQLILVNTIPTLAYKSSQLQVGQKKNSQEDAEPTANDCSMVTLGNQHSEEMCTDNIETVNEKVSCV
Shn3 3UTR inh – inhibitors of Schnurri-3 3'UTR reporter in osteoblasts; inhibition, % at 12.5 µM; 0.52% of 360,000 active; AID 588674; Clone20 osteoblast Shn3 3'UTR firefly luciferase, 24 h;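 active = mean inhibition of at least 75% with every replicate also reaching 75%; inconclusive = mean inhibition at least 75% but some replicate below; inactive = mean inhibition below 75%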;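 also: 0% = median of neutral control wells and 100% = pilot-screen positive control compound; some compounds past the cut are filed as inactive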
HIF-2a inh – blocks HIF-2a reporter activity; 786-0 RCC cells HIF-2a reporter, luciferase luminescence, overnight; inhibition, % at 18.8 µM; 0.72% of 360,000 active;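 active = inhibition of the luminescence signal of 40% or more relative to plate controls, in a single-dose primary screen at 18.75 µM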
NR2E3 ag-2 – human photoreceptor-specific nuclear receptor agonism. Q9Y5X4. 0.35% of 360,000 active. CHO-S Gal4-NCOR/VP16-NR2E3 two-hybrid, luciferase. inhibition of corepressor binding, % at 3.98 µM. AID 602229;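 active = inhibition above the mean of all tested compounds plus 3 SD, cut at about 70% in these data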;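 also: 0% = DMSO with NR2E3 transfected cells and 100% = cells lacking NR2E3 construct; higher means lower luciferase signal from less NR2E3 corepressor binding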
CaV13 FRET inh – Disruptors of the CACNA1D IQ motif to Ca2+-dependent inactivation inhibitor domain association, primary screening, Förster resonance energy transfer in intact living …; HEK cells, CFP/YFP FRET ICDI-IQ, plate reader, 10 min; percent FRET-ratio fall versus neutral wells; inhibition, % at 12.3 µM; 0.098% of 340,000 active;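 active = mean replicate inhibition of at least 30% and at least 1% of replicates passing that level; inconclusive = only one of the two criteria is met; inactive = neither criterion is met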;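 also: 0% = median of the neutral control wells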
Starred values were filed as active, the others as inactive; ? = inconclusive; . = no result given.

SMILES	NR2E3 ag-1	TRPM1 prom inh	Cardio protect	PDI inh	Peg3 promoter	iPSC survival up	HTR2A ag	Shn3 3UTR inh	HIF-2a inh	NR2E3 ag-2	CaV13 FRET inh
CC(C)CC#Cc1ccc2c(c1)O[C@H](CN(C)C(=O)Nc1ccccc1)[C@@H](C)CN([C@H](C)CO)S2(=O)=O	.	.	-6	9	-8	-1.3	2	-2	6	-1	-8
COc1ccc(CNc2cc(NCCCO)c([N+](=O)[O-])c3nonc23)cc1	4	16	21	0	31	3.9	-4	57	23	-2	?
COc1ccc(NC(=S)NCc2ccc(S(N)(=O)=O)cc2)c(OC)c1	-1	1	16	6	-4	0.8	0	11	10	-9	-2
COc1cc(/C=C2/C(=O)NN(c3ccc(Cl)cc3)C2=O)cc(Br)c1O	2	15	4	-4	4	-0.4	-1	1	13	-9	-6
COc1ccc(C(NC(=O)c2cc(OC)ccc2OC)c2ccccc2)cc1 (centres undefined)	0	5	5	8	33	0.3	-5	16	14	-44	-2
O=C(NCCc1ccccn1)c1c(-c2ccccc2)sc2ccccc12	.	-5	-10	1	-2	4.2	-2	6	-2	1	-3
CSc1cccc(NC(=O)Nc2nc3c(C)cccc3s2)c1	1	2	-11	-1	-58	0.7	-2	21	-146	-8	-15
Cc1ccc(N2CCN(CC3CC=CCC3)CC2)cc1 (centres undefined)	-5	-14	-3	6	-5	3.0	-5	4	-21	-8	-9
COc1ccc(NC(=O)c2cc(-c3ccco3)nc3ccccc23)cc1	9	0	-3	-11	20	-0.1	3	17	10	-1	-5
COc1ccccc1NC(=O)CN1C(=O)CSC(C)C1=O (centres undefined)	1	-1	-2	-5	5	3.3	-2	13	15	-6	-7
CCOC(=O)c1cnc2ccc(C)cc2c1Nc1ccc(N2CCOCC2)cc1	0	16	31	-2	79*	3.7	2	17	8	-25	-4
C/C(=N\NS(=O)(=O)c1ccccc1)c1ccc2c(c1)OCO2	1	-20	0	-6	-33	0.4	-1	-13	0	-11	-5
Cc1nc2ccc(-c3ccccc3)cc2o1	2	-14	-1	13	-25	-1.9	3	-17	-103	-17	-2
CCCCN(C(=O)c1cccc(C)c1)c1c(N)n(CCC)c(=O)[nH]c1=O	1	-7	-2	3	4	0.9	-4	48	9	3	-3
CNS(=O)(=O)c1cn(CC(=O)NCc2ccc(N(C)C)cc2)cc1S(=O)(=O)NC	2	-2	2	-2	-9	0.4	2	17	11	-11	-20
CCOc1ccccc1N(CC(=O)NC1CCCCC1)C(=O)CCCC(=O)Nc1ccccn1	2	7	4	-2	10	0.2	4	8	11	-16	.
O=C(COc1ccccc1)N1CCN(C(=O)Cc2ccccc2)CC1	0	0	8	12	13	-2.9	-4	4	15	0	-6
CC(=O)Nc1nc(CCN2C(=O)c3ccccc3C2=O)cs1	-1	1	3	-5	-7	1.1	1	8	-9	14	8
COc1ccc(-c2cc3cc(OC)c(OC)cc3c(C)n2)cc1	0	-63	7	0	-157	-0.5	-1	-25	-266	-49	2
Cc1ccc(/C=N/NC(=O)NC23CC4CC(CC(C4)C2)C3)o1	2	-25	4	1	-115	1.6	-2	11	-102	-90	-3
COc1ccc(/C=C2\N=C(SC)N(c3ccccc3OC)C2=O)cc1	2	-11	-13	3	-32	-0.2	0	14	-86	16	-5
Cc1nc2ccccc2nc1N1CCCC1	-1	7	8	-2	-40	-0.6	6	6	-53	9	-15
Brc1ccc(-c2csc(N3CCc4ccccc4C3)n2)cc1	2	-1	10	-6	22	0.6	1	1	8	-15	-5
Cc1ccc(C(=O)NCCNC(=O)c2ccco2)cn1	5	12	-1	12	-1	0.5	0	5	8	2	-3
O=C(c1ccccc1)c1coc(-c2ccccc2)c1	.	-50	-13	-6	-247	-1.9	2	7	-203	-89	-5
COc1cc(CN(CCN(C)C)Cc2ccccc2)ccc1OCc1ccccc1	-2	-20	0	2	9	-0.4	-6	8	4	-10	-4
COC(=O)[C@@]12CCCCN1[C@H](c1ccc(-c3ccccc3)cc1)[C@@H]1C(=O)N(C)C(=O)[C@@H]12	-2	-2	-1	-1	-190	-0.1	11	18	6	-3	-5
COC(=O)c1ccc(S(=O)(=O)NNC(=O)COc2ccc(C)cc2)cc1	-2	-8	5	4	-10	-1.4	-1	-37	-3	-11	-2
CCn1c(-c2ccc(C)cc2)nn(CC(=O)NCCc2ccccc2)c1=S	-2	-1	0	12	26	-1.8	-2	70	22	19	-4
COc1ccc(CN2CCN(C(=O)c3ccc(CNS(=O)(=O)c4ccc(C)cc4)cc3)CC2)c(OC)c1OC	-3	7	-3	2	5	-0.2	3	33	12	4	-2
COc1ccccc1N1CCN(C(=O)c2cc(N3C(=O)C4C5CCC(C5)C4C3=O)ccc2Cl)CC1 (centres undefined)	4	-2	5	7	14	-1.7	-2	-15	13	7	-3
O=C(NCC1CCCN1S(=O)(=O)c1ccccc1)C(=O)NC1CC1 (centres undefined)	-5	-4	-2	-1	2	-0.5	-5	-6	9	12	-6
COc1ccccc1CNS(=O)(=O)c1ccc(-c2cnc(C3CC3)o2)cc1	2	10	-10	5	10	-0.1	0	27	7	53	-14
COc1ccc(-n2c(-c3ccc(F)cc3)cnc2SCC(=O)NCc2ccco2)cc1	2	-14	9	4	-68	0.4	2	-46	-131	-15	.
COc1cccc(C2CC(c3cccs3)=NN2C(=O)CSc2nc3c(cnn3-c3ccc(F)cc3)c(=O)[nH]2)c1OC (centres undefined)	3	3	-1	.	26	4.3	3	2	21	-45	.
COc1ccc(/C=C2\SC(=S)N(CC(=O)Nc3nnc(C)s3)C2=O)cc1	-1	-33	6	.	-17	0.3	-2	6	-10	-13	-5
Cc1cc(C(=O)NC2CC(C)(C)Cc3c2cnn3-c2ccccc2)n[nH]1 (centres undefined)	2	5	-2	1	15	0.5	4	-8	3	-26	.
COc1cc(/C(O)=C(\C#N)c2nc3ccccc3[nH]2)cc(OC)c1OC	.	9	38	1	-12	0.9	-1	-23	-62	17	0
COc1ccc(CNC(=O)C2CCCN2C(=O)Nc2cccc(Cl)c2)cc1 (centres undefined)	.	.	2	1	6	-1.9	2	-3	2	28	-5
CC(=O)c1ccc(OCCN2CCOCC2)cc1	8	-10	0	1	9	2.9	-3	-2	0	5	-6
COC(=O)c1c(NC(=S)Nc2ccc(C(=O)N3CCOCC3)cc2)sc2c1CCC2	0	1	10	-2	5	-0.4	6	3	-9	21	-5
Cn1c(=O)oc2cc(S(=O)(=O)NCCc3ccccc3)ccc21	-7	4	-13	3	13	8.2	2	3	9	13	-5
CSCc1cc(N2CCCC2)nc(-c2ccccc2)n1	3	8	-3	1	6	8.4	-2	13	12	-8	-3
O=C(Nc1ccc(NC(=O)C2CC2)nc1)c1cccnc1	4	7	15	-5	2	0.1	-1	6	3	1	0
CC(=O)Nc1ccc(OCC(O)CNC2CCCC2)cc1 (centres undefined)	-1	-15	1	1	0	-0.7	2	-1	1	-8	-6
COc1cccc(CC2(CO)CCCN(Cc3ccc(OC(F)F)cc3)C2)c1 (centres undefined)	0	-4	-2	3	12	1.8	-8	13	13	-12	-2
O=C(C[n+]1ccccc1)N/N=C/c1ccccc1Cl	4	-3	9	-13	10	0.2	0	-7	3	-4	-2
O=C(Nn1cnc2ccccc2c1=O)c1ccccc1	1	-11	4	5	-9	-2.9	6	-20	-9	14	9
COc1ccc(-c2nnc(NC(=O)c3ccc(S(=O)(=O)N4CCCc5ccccc54)cc3)o2)cc1	-1	30	63*	-1	53*	-2.2	2	40	19	-17	.
CCn1c(SCC(=O)Nc2nnc(C)s2)nnc1C(C)NC(=O)c1ccccc1 (centres undefined)	4	-6	-2	-9	7	-0.4	2	14	14	-17	-4
O=C(Nc1ccc(-c2ccccc2)cc1)c1ccccc1	2	5	0	2	-11	0.1	9	34	26	-18	-1
COc1ccc(NC2CCCN(C(=O)CSc3ccccc3)C2)cc1 (centres undefined)	-1	3	-2	8	18	0.4	1	3	8	0	-5
COC(=O)CSc1nc2c(cnn2-c2ccc(F)cc2)c(=O)[nH]1	-4	10	3	5	12	0.5	-3	-22	21	-2	-2
CCCn1nnnc1NCc1cccc(OC)c1OCC	2	-4	3	-2	22	-0.6	-2	3	9	6	-20
Cc1cccc2sc(N(CCCN(C)C)C(=O)c3ccc(S(=O)(=O)N4CCc5ccccc5C4)cc3)nc12	-1	44	-9	3	30	-0.6	-7	16	14	-1	-7
NC(=O)OCC(O)COc1ccc(Cl)cc1 (centres undefined)	4	-5	4	2	-14	0.2	1	-10	-5	-14	-4
CCn1ccnc1CN1CCCC(CO)(Cc2cccc(OC)c2)C1 (centres undefined)	-2	1	8	-8	4	-0.6	-3	0	13	-2	-20
O=C(O)/C=C/C(=O)N1N=C(c2ccco2)CC1c1ccco1 (centres undefined)	2	.	3	-14	-12	-0.6	-1	1	-1	-40	-18
O=C(Nc1cccc(-c2cn3ccccc3n2)c1)c1cnccn1	3	0	9	2	-113	-3.2	-2	-51	-118	-75	-4
Cc1ccc(C)c(OCCC(=O)OCC(=O)Nc2cccnc2Cl)c1	2	15	-9	5	3	-0.5	-7	3	0	-52	.

A stretch from the list above:
SMILES	NR2E3 ag-1	TRPM1 prom inh	Cardio protect	PDI inh	Peg3 promoter	iPSC survival up	HTR2A ag	Shn3 3UTR inh	HIF-2a inh	NR2E3 ag-2	CaV13 FRET inh
O=C(Nc1cccc(-c2cn3ccccc3n2)c1)c1cnccn1	3	0	9	2	-113	-3.2	-2	-51	-118	-75	-4
Cc1ccc(C)c(OCCC(=O)OCC(=O)Nc2cccnc2Cl)c1	2	15	-9	5	3	-0.5	-7	3	0	-52	.

The results go on:
SMILES	NR2E3 ag-1	TRPM1 prom inh	Cardio protect	PDI inh	Peg3 promoter	iPSC survival up	HTR2A ag	Shn3 3UTR inh	HIF-2a inh	NR2E3 ag-2	CaV13 FRET inh
COc1ccc(-c2n[nH]c(=S)n2-c2ccccc2C)cc1OC	1	16	-3	4	1	-0.6	8	-30	12	-7	-5
COc1ccc(N2CCN(C(=O)c3ccc(CNS(=O)(=O)c4ccc(C)cc4)cc3)CC2)cc1	1	10	-5	4	-4	1.0	5	23	-15	43	-2
COc1ccc(NC(=O)c2ccc(OCC3CCCO3)cc2)cc1OC (centres undefined)	-2	-39	-10	-3	-68	0.5	-2	-49	-150	-21	-6
C[C@@H]1CCC(=O)N(CC[C@H](Oc2ccccc2)c2ccccc2)CC1	5	2	-4	-18	-16	-2.5	3	0	-13	-11	7
O=C(CCC(=O)OCC(=O)c1cccc([N+](=O)[O-])c1)Nc1cccc(Cl)c1Cl	3	14	11	-2	15	3.8	0	-12	4	2	-5
